Rab9 promoter act: activates the Rab9 promoter; actives 2.8% (n = 320,000); Potency, µM (top dose mostly 9.22 µM), without a hit: top-dose activation, negative = inhibition, usual class: activators; Huh7 Rab9 promoter-luciferase reporter, luminescence, 24 h; note: potency is the fitted concentration of half-maximal effect; % of control where 0% means no effect; nearly all actives have a fitted effect of over 60% in size
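Luminescence read-out: Huh7 cells stably expressing Rab9-luciferase, treated 24 h with compound at 37 °C, then lysed with luciferase reagent for 10 min at ambient before reading.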
RORg inh: ROR gamma (mouse) transcription inhibition; P51450; Drosophila S2 Gal4-RORgamma UAS-luciferase reporter, 20 h; Potency, µM (highest dose often 53.6 µM), without a hit: top-dose activity change, negative = inhibition, hits mostly inhibitors; actives 5.4% (n = 310,000); AID 2551; note: potency is the fitted concentration of half-maximal effect; % is set by controls: 0 for no effect and ±100 for the full control effect; nearly all actives have a fitted effect of over 60% in size
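Luciferase reporter read in Schneider cells carrying Gal4-RORγ (mouse) and UAS-Photinus luciferase; cells given compound 1 h before 700 uM copper sulfate induction, then incubated 20 h at ambient temperature.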
PKM2 act: PKM2 (human) enzyme activation | P14618 | purified PKM2, Kinase-Glo ATP luminescence, activation; response scale: 0% is enzyme alone, no compound | Potency, µM (top dose mostly 57.5 µM), inactives show top-dose activation, most hits filed as activators | actives 0.34% (n = 260,000); note: potency is the fitted concentration of half-maximal effect; % is set by controls: 0 for no effect and ±100 for the full control effect; nearly all actives have a fitted effect of over 55% in size
Target sequence (P14618 whole entry, looked up): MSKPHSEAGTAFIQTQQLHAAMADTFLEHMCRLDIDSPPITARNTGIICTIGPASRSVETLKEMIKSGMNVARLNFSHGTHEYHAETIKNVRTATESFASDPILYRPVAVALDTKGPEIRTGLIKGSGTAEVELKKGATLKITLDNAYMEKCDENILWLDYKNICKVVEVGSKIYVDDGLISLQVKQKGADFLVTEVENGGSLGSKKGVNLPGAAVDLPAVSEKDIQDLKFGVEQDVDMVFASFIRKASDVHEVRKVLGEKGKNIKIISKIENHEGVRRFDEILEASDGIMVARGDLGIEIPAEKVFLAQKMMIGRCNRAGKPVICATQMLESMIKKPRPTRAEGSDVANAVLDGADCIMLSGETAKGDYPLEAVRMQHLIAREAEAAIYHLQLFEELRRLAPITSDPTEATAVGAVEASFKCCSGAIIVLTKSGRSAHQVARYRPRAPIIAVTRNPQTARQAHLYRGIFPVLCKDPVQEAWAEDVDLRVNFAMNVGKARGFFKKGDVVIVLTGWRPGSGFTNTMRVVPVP
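Kinase-Glo luminescence reports ATP generated from ADP (0.1 mM) and PEP (0.5 mM) by purified hPK-M2 after 1 h at room temperature, pH 7.2 imidazole buffer; intermediate enzyme activity allows detecting inhibitors and activators.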
NPC1 prom act: NPC1 promoter activation; AID 485313; actives 2.4% (n = 320,000); Huh7 NPC1 promoter luciferase reporter, 24 h; Potency, µM (titrated, usually from 9.22 µM), for the others: top-dose activation, usual class: activators;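 note: potency is the fitted concentration of half-maximal effect; % of control where 0% means no effect; nearly all actives have a fitted effect of over 60% in size; reporter is driven by a mutant NPC1 promoter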
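In 1536-well qHTS, Huh7 cells harboring an NPC1 promoter–luciferase construct received compound for 24 h; activation was quantified by luminescence following luciferase reagent addition.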
BRCA1 expr act: increases BRCA1 expression | MCF7-BRCA1-FFLuc reporter, luminescence, 48 h; response scale: scaled: vehicle 0%, 10 µM genistein 100% | Potency, µM (titrated, usually from 46.1 µM), for inactives: at the top dose activation, usual class: activators | actives 1.1% (n = 380,000) | AID 624202; note: potency is the fitted concentration of half-maximal effect; nearly all actives have a fitted effect of over 80% in size; some results filed as inactive show a strong effect at the top dose
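Cells: MCF7-BRCA1-FFLuc, 2000/well. Exposure: 48 h, 37 °C, 5% CO2. Read: luminescence, 15 min post-substrate. Controls: genistein 10 microM (maximal activation), DMSO (neutral).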
Menin-MLL TR inh: menin-MLL binding inhibition, Texas Red mutant peptide; Menin + Texas Red MLL mutant peptide, fluorescence polarization; Potency, µM (highest dose often 61.6 µM), for the others: at the highest dose FP activity change, negative = inhibition, hits mostly inhibitors; actives 0.23% (n = 270,000); O00255; active = well fitted inhibition curve with a large enough effect in the polarisation, with a control signal flat, not every such curve was filed as active; inconclusive = small, poorly fitted or top-dose-only effect, or effect the other way, or a change in a side signal; inactive = no such curve, though single readings can be large or run the other way; the % refers to the polarisation; note: potency is the fitted concentration of half-maximal effect; % of control where 0% means no effect; many of its hits are not listed in these tables
ELG1 genotoxic: induces genotoxicity in HEK293T cells with luciferase-tagged ELG1; HEK293T ELG1-luciferase reporter, luminescence, 16 h; Potency, µM (top dose mostly 46 µM), for the others: at the top dose activity change, positive = activation, hits mostly activators; actives 1.3% (n = 330,000); AID 504466; note: potency is the fitted concentration of half-maximal effect; % of control where 0% means no effect; nearly all actives have a fitted effect of over 60% in size
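Luminescence read-out: rising ELG1-luciferase signal, reflecting elevated ELG1 protein under genetic stress, flags genotoxic compounds. Cells were treated for 16 hr at 37 °C before ONE-Glo detection.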
FLuc counter: inhibits or activates purified firefly luciferase, miR-21 counter-screen; P08659; purified FLuc, Km substrates, luminescence inhibition; Potency, µM (doses to about 57.5 µM), without a hit: at the highest dose activity change, negative = inhibition, actives largely listed as inhibitors; actives 6.9% (n = 360,000); AID 588342;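 note: potency is the fitted concentration of half-maximal effect; plate controls were vehicle for no effect and reference inhibitor for full effect; nearly all actives have a fitted effect of over 55% in size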
Target sequence (P08659 whole entry, looked up): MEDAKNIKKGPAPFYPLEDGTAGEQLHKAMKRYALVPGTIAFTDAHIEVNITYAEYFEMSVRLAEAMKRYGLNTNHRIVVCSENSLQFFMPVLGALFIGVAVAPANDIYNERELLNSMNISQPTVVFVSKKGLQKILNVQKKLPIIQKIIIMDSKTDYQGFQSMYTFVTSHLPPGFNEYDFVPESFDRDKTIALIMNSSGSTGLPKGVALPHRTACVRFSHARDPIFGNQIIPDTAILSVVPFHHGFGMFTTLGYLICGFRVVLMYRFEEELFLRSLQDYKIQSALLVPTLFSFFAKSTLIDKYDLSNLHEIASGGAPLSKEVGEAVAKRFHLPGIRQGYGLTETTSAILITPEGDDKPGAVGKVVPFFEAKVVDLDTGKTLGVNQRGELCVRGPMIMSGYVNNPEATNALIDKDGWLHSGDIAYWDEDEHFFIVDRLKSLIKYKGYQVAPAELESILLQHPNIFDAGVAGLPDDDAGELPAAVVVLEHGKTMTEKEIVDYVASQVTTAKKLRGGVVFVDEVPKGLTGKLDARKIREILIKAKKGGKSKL
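Purified P. pyralis luciferase (10nM final) with 10uM D-luciferin and 10uM ATP (Km levels) in 50mM Tris acetate pH 7.5, 10mM Mg acetate, 0.01% Tween-20, 0.05% BSA; qHTS 6-point titration, ~60 µM downward; luminescence read.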
Giardia killer: kills Giardia lamblia; actives 0.15% (n = 340,000); AID 540267; activity change, % at 7.66 µM, hits read low; Giardia lamblia trophozoite viability; in the data active = activity change below about -80%; inconclusive = between about -30% and that limit;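 note: parasites exposed to compound for two days anaerobically before the ATP read; % is set by controls: 0 for no effect and ±100 for the full control effect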
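Compounds were tested on trophozoites seeded at 100 cells/well and held 48 hrs at 37 deg C anaerobically. An ATP-based luminescent kit measured the remaining live cells.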
p53 reactivator: re-activators of mutant p53 | H1299 p53-A138V BP100-luciferase reporter, luminescence, 24 h | AID 504706 | actives 0.063% (n = 320,000) | Potency, µM (titrated, usually from 92.2 µM), inactives show at the top dose activity change, positive = activation, most hits filed as activators; note: potency is the fitted concentration of half-maximal effect; % of control where 0% means no effect; nearly all actives have a fitted effect of over 45% in size
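p53-null H1299 cells stably carrying temperature-sensitive p53-A138V and a BP100-luciferase reporter were pinned with compounds (4-point, 1:5 series) and held 24 hrs at 37 deg C. Luminescence was read 10 min after detection reagent.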
Gal4-VP16 FLuc: inhibits Gal4-VP16 luciferase reporter, ROR gamma counter-screen; Drosophila S2 Gal4-VP16 UAS-luciferase, luminescence, 20 h; Potency, µM (series often up to 53.6 µM), for the others: top-dose activity, negative = inhibition, hits mostly inhibitors; actives 3.5% (n = 310,000);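 note: Gal4-VP16 expression switched on by copper sulfate through the metallothionein promoter; potency is the fitted concentration of half-maximal effect; % is set by controls: 0 for no effect and ±100 for the full control effect; nearly all actives have a fitted effect of over 50% in size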
An asterisk follows results filed as active; ? = inconclusive; · = not tested or not shown; [ ] = dose if it differs, or a comment. Unless noted, calls come from the whole dose curve; as a rule, active = well fitted curve in the direction sought with a large enough effect; inconclusive = small, poorly fitted or top-dose-only effect, or another doubt; inactive = no such curve, though single readings can be large; an effect the other way counts as inactive or inconclusive.

SMILES	Rab9 promoter act	RORg inh	PKM2 act	NPC1 prom act	BRCA1 expr act	Menin-MLL TR inh	ELG1 genotoxic	FLuc counter	Giardia killer	p53 reactivator	Gal4-VP16 FLuc
COc1ccccc1CNC(=O)COC(=O)CCN=C1NS(=O)(=O)c2ccccc21	0%	·	·	0%	17%	·	0%	4%	-21	10%	·
COc1ccc(C)cc1S(=O)(=O)N1CCN(C(=O)c2ncoc2-c2ccccc2F)CC1	-3%	0%	·	0%	-15%	3%	-7%	4%	-11	-1%	21%
O=C(c1n[nH]c2c1CCCC2)n1ccnc1	-9%	-20%[0.365 µM]	-7%	-1%	·	-1%	0%	4%	·	4%	·
CC(C)C(=O)NCc1cc(-c2ccc(Cl)cc2)no1	3%	0%	-4%	-4%	59%	7%	7%	4%	-12	-2%	-9%
CCOC(=O)c1cnc2ccc(OC)cc2c1NCCc1ccc(OC)c(OC)c1	-20%	-3%	9%	-5%	-7%	-15%	-7%	-19%	-10	3%	-8%
Cc1ccc(NC(=O)CN2C(=O)NC(C)(c3ccc(Cl)cc3)C2=O)c(Br)c1 (configuration not stated)	0%	-1%	0%	2%	-39%	9%	-13%	2%	-11	-4%	-3%
CCO[C@@H]1OC(C(=O)Nc2ccccc2)=C[C@H](c2ccc(C(F)(F)F)cc2)[C@H]1CCCO	2%	6%	1%	3%	-30%	33%[activator]	-6%	1%	7	-4%	-1%
CCC(=O)N1c2ccc(S(=O)(=O)CCC(=O)NCc3cccs3)cc2CC1C (configuration not stated)	-3%	6%	1%	-1%	-20%	·	1%	4%	0	-2%	-2%
CC(C)(C)c1ccc(C(=O)Nc2ccc(NC(=O)C(=O)O)cc2)o1	-3%	-24%	2%	1%	-6%	19%	-2%	9.5µM*	7	-3%	-21%
Cc1ccc(C(=O)CN(C(=O)c2ccc(Cl)c(Cl)c2)N2C(=O)C3CCCCC3C2=O)cc1C (configuration not stated)	-1%	-1%	0%	-1%	-10%	2%	6%	2%	11	-1%	8%
COc1ccccc1OCC(=O)NC1CC(C)(C)NC(C)(C)C1	2%	-21%	·	2%	-9%	4%	-1%	-1%	-10	-2%	8%
CN(C)C(=O)CCc1nc(-c2ccc(C(C)(C)C)cc2)no1	3.2µM*	-32%	4%	2.5µM*	-7%	-13%	?	5.4µM*	-21	16%	?
CCOc1ccc(-c2nc(-c3ccc(OC)cc3)no2)cc1OCC	1%	-21%	2%	-1%	9%	-1%	-1%	-3%	-9	?	2%
O=C1C([N+](=O)[O-])=C(O)c2cccc3cccc1c23	2%	?	·	1%	·	?	-3%	?	·	-1%	18µM*
CCN(CC(=O)Nc1ccc(NC(C)=O)cc1)C(=O)CSc1ncnc2sc(C)c(C)c12	1%	·	·	-3%	-12%	·	0%	7%	-4	-1%	·
CCn1c(=O)c(=O)[nH]c2cc(C(=O)NC(C)c3ccc(S(N)(=O)=O)cc3)ccc21 (configuration not stated)	-4%	12%	2%	0%	-10%	?	0%	-2%	4	-2%	4%
CCOC(=O)c1c(C)[nH]c(C(=O)CSc2nnc(-c3ccncc3)n2CC)c1C	-1%	-6%	0%	-1%	-5%	6%	-15%	1%	38[activator]	-5%	-4%
Cc1nn(C)c(C)c1CN(C)C(=O)C1CCC(=O)N(C2CCCCCC2)C1 (configuration not stated)	6%	-23%	0%	-1%	0%	-10%	-2%	5%	-2	-6%	3%
Cc1nn(-c2ccc(N3CCCCC3)nn2)c(C)c1CCC(=O)Nc1ccccc1F	?	-10%	·	?	76%	·	0%	19µM*	-7	6%	-3%
COC(=O)C1=C(NC(C)=O)CCS1	3%	-8%	7%	0%	22%	-14%	-1%	3%	5	?	-2%
CN(CC(=O)Nc1ccccc1C(=O)NC1CC1)Cc1ccco1	-11%	·	·	-2%	14%	·	1%	·	-18	-3%	·
Cc1cc(O)c(C=Nc2ccc(Cl)cn2)c(=O)o1	-5%	-6%	2%	2%	-1%	?	3%	-12%	17	5%	-1%
COc1cc(NS(=O)(=O)c2ccc(N/C=C\C(=O)c3ccc(OC)c(OC)c3)cc2)nc(OC)n1	-2%	19%[10 µM]	6%	-1%	-44%	-25%	1%	-2%	9	1%	-12%
CCOc1ccc2[nH]c(C(=O)N/N=C/c3ccccc3OC)cc2c1	-15%	0%	·	-22%	-66%	?	-4%	15µM*	17	-2%	-4%
O=C(O)C1CCCN1S(=O)(=O)c1ccc(Br)s1 (configuration not stated) (tested in a mixture with another compound)	1%	1%	4%	1%	-14%	9%	-7%	8%	-6	3%	5%[0.365 µM]
CC(C)CNC(=O)c1ccccc1NC(=O)c1ccc(CSc2ccccc2)cc1	1%	1%	-1%	-4%	-22%	21%	2%	?	10	8%	-13%
Cc1nonc1NC(=O)CSc1nc(CCC2CCCC2)nc2ccccc12	-4%	-3%	-2%	-7%	-21%	·	-8%	0%	-28	1%	-1%
O=C(CNC(=O)c1ccc(F)cc1)c1ccc(Cl)cc1	1.6µM*	37%	-4%	4µM*	?	-2%	?	9.5µM*	40[activator]	38%	-8%
Cc1c(-c2ccccc2)c(=O)oc2ccc(O)cc12	-4%	-12%	-1%[0.46 µM]	-3%	2%	-8%	7%	?	23	?	-3%
Nc1nc(-c2ccc(S(=O)(=O)N3CCCCC3)cc2)cs1	-6%	·	·	-2%	3%	·	-7%	-2%	9	1%	·
Cc1cccc(N2NC(=O)/C(=C/c3ccc(-c4ccc(Cl)c(C(=O)O)c4)o3)C2=O)c1	1%	0%	-8%	1%	-4%	?	2%	24µM*	7	-4%	0%
CCOc1ccc(CNC(=O)CCC(=O)n2nc(C)c3ccccc32)cc1	-4%	0%	·	2%	1%	·	-4%	-1%	-21	-5%	-8%
Cc1ccn(-c2cc(O)c(-n3ccc(C)n3)cc2O)n1	?	40%	-27%	25%	6%	3%	17%	-13%	-3	10%	10%
CC(C)(C)C(=O)Nc1ccccc1C(=O)NCc1ccco1	8%	5%	1%	2%	8%	2%	-1%	3%	0	-1%	-7%
COc1cc(C(C)=O)ccc1Oc1ncnc2c1cnn2-c1ccc(F)cc1	4%	3%	-3%	1%	30%	5%	18%	?	-10	?	-4%
O=C(c1ccccn1)N1CCN(S(=O)(=O)c2ccccc2)CC1	-4%	-12%	1%	-3%	1%	8%	1%	0%	-8	-1%	0%
Cc1ccc(N2C(=O)N(CC(=O)Nc3ccc([N+](=O)[O-])cc3)C(=O)C2C)cc1 (configuration not stated)	12%	?	3%	-2%	3%	·	-1%	-4%	19	-15%	1%
CCc1ccccc1N(CC(=O)N/N=C/c1ccc(OC(=O)OC)c(OC)c1)S(C)(=O)=O	3%	-8%	-4%	-3%	-19%	-2%	3%	2%	-7	-2%	18%
CCN(CC)C(=O)CS(=O)(=O)CC(=O)Nc1cc(OCCOC)c(Cl)cc1Cl	-2%	10%	0%	3%	2%	-1%	-2%	4%	3	-4%	-2%
O=C(CN1C(=O)C2CC=CCC2C1=O)Nc1cc(C(F)(F)F)ccc1N1CCCC1 (configuration not stated)	-8%	·	·	-3%	-14%	·	-1%	-1%	2	6%	·
CC1(C)C2CCC(C2)C1(C)NC(=O)CN1CCN(Cc2ccccc2)CC1 (configuration not stated)	?	4%	0%	-9%	-15%	?	-7%	1%	-3	-2%	2%
CC(C)(C)NC(=O)Cc1ccc(S(=O)(=O)N2CCCC2)s1	-2%	-7%	-4%	2%	-14%	?	-3%	-2%	2	0%	-4%
Cc1ccc(CNC(=O)C2CCN(S(=O)(=O)c3ccc4c(c3)CC(C)N4C(=O)C3CCC3)CC2)o1 (configuration not stated)	-1%	5%	·	-7%	-1%	22%	-6%	6%	7	-17%	-5%
CC(=O)N1CCN(c2ccc(NC(=O)c3ccccc3Br)cc2Cl)CC1	7%	?	7%	-1%	2%	7%	2%	?	-10	-9%	-3%
CC(CN1CCCCC1)OC(=O)c1cc2ccccc2o1 (configuration not stated)	5%	-13%	-6%	0%	-4%	-4%	1%	?	16	-18%	-2%
O=C(NNc1nc(-c2ccccc2)c2cc(Br)ccc2n1)c1ccc(S(=O)(=O)N2CCCCC2)cc1	-3%	-43%	14%	-7%	-48%	13%	-6%	1%	7	-9%	-14%
O=S(=O)(NCC1CCN(Cc2ccccc2)CC1)c1ccccc1C(F)(F)F	0%	-3%	-1%	-1%	-16%	-14%	-14%	0%	1	5%	-3%

Bioassay records from PubChem BioAssay.

These rows are one share of the data; count on the stated rates, not on these rows.
